Nrf2 ARE act – activators of Nrf2 (ARE) signaling. Potency, µM (series often up to 46.1 µM), inactives show top-dose activation, hits mostly activators. actives 0.31% (n = 410,000). AID 624171. AREc32 ARE-luciferase reporter (MCF7-derived line), luminescence, 24 h; further: potency means the concentration at half of the fitted maximal effect; % of control where 0% means no effect; nearly all actives have a fitted effect of over 65% in size
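Steps: seed AREc32_Fluc cells (1000/well, 5% FBS OPTI-MEM); incubate overnight at 37 deg C; add 23 nL compound; incubate 24 hr; add Steady-Glo; hold 30 min RT; read luminescence.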
TGFb SMAD3 inh – TGF-b pathway inhibition; Potency, µM (doses to about 46.1 µM), for inactives: at the highest dose activity, negative = inhibition, actives largely listed as inhibitors; actives 1.2% (n = 410,000); HepG2 CAGA-GFP TGF-b/SMAD3 reporter, GFP fluorescence, 18 h; TGF-beta stimulated, 500 pg/mL final; further: potency means the concentration at half of the fitted maximal effect; on the % scale 0 is the no-effect control and ±100 the full control effect; nearly all actives have a fitted effect of over 65% in size
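HEPG2 CAGA-GFP, 1000 cells/well; 2 h settle, 37 C; cpd via pin tool; TGF-b 500 pg/mL final; 18 h, 37 C; GFP imaging ex488/em500-530; %Activity normalised to -TGF-b and +DMSO controls; CRC fit, curve class.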
HepG2 viability – kills HepG2 cells in TGF-b inhibitor counter-screen | HepG2 CAGA-GFP viability, ATP luminescence, 18 h | Potency, µM (top dose mostly 46.1 µM), for inactives: at the highest dose activity change, negative = cytotoxicity, hits mostly cytotoxic | actives 0.76% (n = 410,000) | AID 588856; further: potency means the concentration at half of the fitted maximal effect; some results filed as inactive show a strong effect at the top dose
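CellTiter-Glo luminescence gave cytotoxicity after 18 hours at 37 degrees C. The cells were HepG2 CAGA-GFP in 1% FBS DMEM, stimulated with 500 pg/mL TGF-beta after compound addition. %Activity was normalised to no-cell wells (complete cell-killing) and DMSO (no toxicity), and curves were fitted and classified.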
EPAC2 agonist – activates human EPAC2 exchange factor. actives 0.079% (n = 360,000). Potency, µM (series often up to 154 µM), for inactives: at the top dose activation, usual class: activators. EPAC2 activation, biochemical qHTS; response scale: 100% = 6.5 mM cAMP response. Q8WZA2; further: potency means the concentration at half of the fitted maximal effect; nearly all actives have a fitted effect of over 50% in size
Target sequence (Q8WZA2 whole entry, looked up): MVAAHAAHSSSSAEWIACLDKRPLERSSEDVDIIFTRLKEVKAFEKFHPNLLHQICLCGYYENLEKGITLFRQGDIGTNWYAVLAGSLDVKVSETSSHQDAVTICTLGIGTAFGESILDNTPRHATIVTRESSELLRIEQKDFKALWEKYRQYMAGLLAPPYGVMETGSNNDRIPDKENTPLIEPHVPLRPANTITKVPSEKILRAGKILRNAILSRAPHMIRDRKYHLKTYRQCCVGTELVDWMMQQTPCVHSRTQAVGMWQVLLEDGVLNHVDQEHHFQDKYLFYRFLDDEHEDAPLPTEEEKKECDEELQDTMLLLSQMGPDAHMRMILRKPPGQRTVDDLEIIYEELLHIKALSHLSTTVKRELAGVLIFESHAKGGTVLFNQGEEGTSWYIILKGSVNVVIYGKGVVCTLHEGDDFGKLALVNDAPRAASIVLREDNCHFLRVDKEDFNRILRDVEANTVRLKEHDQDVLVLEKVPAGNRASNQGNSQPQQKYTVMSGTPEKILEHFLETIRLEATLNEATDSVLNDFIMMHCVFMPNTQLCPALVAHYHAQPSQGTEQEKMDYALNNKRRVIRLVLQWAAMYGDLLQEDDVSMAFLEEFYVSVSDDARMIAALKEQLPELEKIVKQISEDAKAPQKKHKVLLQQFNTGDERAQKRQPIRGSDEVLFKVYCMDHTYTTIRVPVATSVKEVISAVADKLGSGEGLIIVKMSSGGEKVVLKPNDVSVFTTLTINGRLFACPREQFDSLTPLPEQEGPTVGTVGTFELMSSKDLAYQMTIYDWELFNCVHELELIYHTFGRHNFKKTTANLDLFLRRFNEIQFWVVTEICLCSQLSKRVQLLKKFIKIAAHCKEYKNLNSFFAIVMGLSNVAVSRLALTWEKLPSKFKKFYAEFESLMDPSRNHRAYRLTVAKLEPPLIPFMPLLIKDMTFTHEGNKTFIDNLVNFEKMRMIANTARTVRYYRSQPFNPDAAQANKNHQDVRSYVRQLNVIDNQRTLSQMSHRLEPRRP
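Fluorescence exchange assay: 100 nM EPAC2 with 250 nM RAP1B-BODIPY-GDP and 50 uM GDP; compounds tested as a concentration-titration series (qHTS). Loss of Rap1-bound BODIPY-GDP fluorescence read at 480/540 nm; data normalized to 6.5 mM cAMP.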
A549 tox – kills or reduces viability of A549 cells in Nrf2 counter-screen | AID 504648 | Potency, µM (highest dose often 46 µM), for the others: top-dose activity change, negative = cytotoxicity, usual class: inhibitors | A549 ARE-Fluc cells, CellTiter-Fluor viability, 18-24 h | actives 0.16% (n = 390,000); further: potency means the concentration at half of the fitted maximal effect; on the % scale 0 is the no-effect control and ±100 the full control effect
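A549 ARE_Fluc cells in 5% FBS OPTI-MEM were exposed to compounds in concentration-response for 18-24 h at 37 deg C. Viability was read by CellTiter-Fluor fluorescence (Ex 405/Em 525) after 30 min, before the luciferase read.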
IL2 activator – activators of IL-2; IL-2 activation reporter assay, cell-based qHTS; stimulated with anti-CD3/CD4/CD28 beads; in transgenic mouse T cells; activation, % (series mostly up to about 46 µM); actives 0.065% (n = 360,000); in the data active means activation above about 50%; inconclusive means mostly about 30% to 49%; further: 0% is about no effect
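EGFP and DsRed fluorescence is measured by plate cytometry in unstimulated transgenic mouse T cells exposed to compound for 60 minutes, then stimulated 18 hours at 37 degrees C with anti-CD3/anti-CD4 beads plus anti-CD28.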
ATXN2 expr inh – ATXN2 expression inhibition; HEK-293 ATXN2-luciferase reporter, luminescence, 24 h; Potency, µM (series often up to 57 µM), for the others: at the highest dose activity change, negative = inhibition, usual class: inhibitors; actives 0.72% (n = 360,000); AID 1745845; further: potency means the concentration at half of the fitted maximal effect; on the % scale 0 is the no-effect control and ±100 the full control effect; nearly all actives have a fitted effect of over 55% in size
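qHTS (up to 57 uM final) was run with 24 h compound exposure of reporter cells at 37 °C. Each well was multiplexed: SteadyGlo luminescence measured ATXN2-luciferase expression after a fluorogenic Gly-Phe-AFC viability readout (25 uM final).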
Nrf2 block – inhibitors of Nrf2 signaling; A549 ARE-Fluc reporter, luciferase luminescence, 18-24 h; Potency, µM (titrated, usually from 46 µM), for inactives: top-dose activity change, negative = inhibition, most hits filed as inhibitors; actives 2.1% (n = 360,000); AID 504444; further: potency means the concentration at half of the fitted maximal effect; on the % scale 0 is the no-effect control and ±100 the full control effect; nearly all actives have a fitted effect of over 60% in size
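Reporter: ARE-Fluc in A549. Exposure: 18-24 h, 37 °C, 5% CO2, 5% FBS OPTI-MEM. Readouts: fluorescent cytotoxicity (CellTiter-Fluor), then luminescent Nrf2 signal after BugLite.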
ATXN viability – viability counter-screen for ATXN expression inhibitors; actives 0.49% (n = 400,000); S2 cells (HEK-293 line with an ATXN2-luciferase reporter) viability, CellTiter-Fluor protease fluorescence, 24 h; Potency, µM (top dose mostly 56.7 µM), most hits filed as cytotoxic; further: potency means the concentration at half of the fitted maximal effect; nearly all actives have a fitted effect of over 40% in size
An asterisk follows results filed as active; i = inactive; ? = inconclusive; . = no result given; & = joins results of further samples; [ ] = dose if it differs, or a comment. Unless noted, the call rests on the fitted dose curve; in most records, active means well fitted curve in the direction sought with a large enough effect; inconclusive means small, poorly fitted or top-dose-only effect, or another doubt; inactive means no such curve, though single readings can be large; an effect the other way counts as inactive or inconclusive.

Under each structure – ATXN2 expr inh	HepG2 viability	ATXN viability	Nrf2 block	Nrf2 ARE act	A549 tox	TGFb SMAD3 inh	IL2 activator	EPAC2 agonist
> Nc1nc(SCC(=O)Nc2cc(S(=O)(=O)N3CCOCC3)ccc2Cl)n[nH]1
 : -20.3%	-28.9%	i	-5.5%	-0.7%	3.6%	-20.7%	5.0	1.2%
> CCN(CC)C(=O)c1cn(C)c(=O)c2cc(OC)c(OC)cc12
 : -4.5%	-23.2%	i	5.6%	-0.2%	-4.9%	1.6%	-1.4	5.8%
> Cn1cccc1C(=O)Nc1nc(-c2ccccn2)cs1
 : ?	-37.3%	?	-16.4%	0.1%	-14.5%	-12.8%	-2.9	10.6%
> O=C(Nc1nccs1)c1cc(-c2ccccn2)nc2c(Cl)cccc12
 : ?	-36.3%	?	-25.3%	3.6%	-14.1%	-18.4%	-0.5	16.5%
> CCCCOP(=O)(c1ccc(N(C)C)cc1)C(O)c1ccc(N(C)C)cc1 (stereo not given)
 : -8.2%	-1.7%	i	-5.6%	-0.3%	-0.2%	0.0%	-2.9	-0.5%
> COc1ccc(N2CCN(CC(=O)N3c4ccccc4CC3C)CC2)cc1 (stereo not given)
 : -26.6%	-3.4%	i	-20.1%	2.1%	-3.0%	0.0%	-0.5	7.9%
> CNC(=O)/C(C#N)=C\c1ccc(CNS(=O)(=O)c2ccccc2)o1
 : -2.0%	6.6%	i	-11.8%	-0.4%	-0.3%	-5.8%	-0.7	2.6%
> COc1ccc(OC)c(CC(=O)NC(c2ccccc2)c2ccccc2)c1
 : -3.8%	-29.6%	i	-17.4%	0.1%	2.7%	-12.3%	0.1	9.9%
> Cc1ccccc1NC(=O)COC(=O)CN1C(=O)NC(C)(C)C1=O
 : -3.3%	-17.3%	i	4.9%	-0.7%	-12.9%	-4.6%	-2.0	-2.0%
> O=C(CCN1C(=O)COc2ccccc21)NCCN1CCc2ccccc2C1
 : -3.0%	-0.2%	i	-3.4%	0.1%	?	-16.4%	-2.8	3.1%
> Cc1ccc(-c2nnc(SCC#CCOC(=O)c3cccs3)o2)cc1
 : 36.4%	8.7%	?	20.0%	4.1%	-12.4%	-0.7%	-1.0	1.3%
> Cc1noc(C)c1CSCC(=O)Nc1nc2ccc(S(C)(=O)=O)cc2s1
 : 6.5%	-8.0%	i	13.7%	0.5%	-2.0%	10.9%	-5.0	-2.2%
> COc1ccc(-n2ncc(N(C)n3cccc3)c(Cl)c2=O)cc1
 : 11.8%	3.0%	i	?	0.3%	?	-12.6%	0.5	-1.5%
> COc1ccc(CNC(=O)COC(=O)CCC(=O)c2cccs2)cc1
 : 2.3%	-2.0%	i	-3.3%	0.2%	0.4%	-7.9%	1.3	9.4%
> NC(=O)c1cc(Cc2ccccc2)sc1NC(=O)c1ccco1
 : 91.2%[activator]	-4.0%	i	.	7.1%	-13.1%	-0.7%	-2.5	10.7%
> COc1ccc(NC(=S)Nc2ccccc2)cc1
 : -9.2%	-18.3%&-6.4%	?	11.0%&4.2%	0.3%&-0.6%	-3.0%&4.8%	-4.5%&3.6%	-0.6&-1.4	11.6%&10.2%
> Cc1nc(N2CCOCC2)nc(N2CCC(C)CC2)c1[N+](=O)[O-]
 : .	33.2%	i	-6.2%	-0.2%	0.0%	42.5%[activator]	-0.6	16.2%
> COc1ccccc1OC(=O)CCN1c2ccccc2Sc2ccccc21
 : 3.5%	2.9%	i	1.1%	0.6%	-1.4%	0.4%	-0.6	2.4%
> O=C(Nc1nnc(C2CC2)s1)c1cc(Cl)sc1Cl
 : 27.6%	-3.3%	i	15.2%	20µM*	-0.3%	5.5%	-2.2	3.5%
> COc1ccc(-n2c(-c3ccco3)nc3c(cnn3-c3ccccc3Cl)c2=O)cc1
 : -1.7%	-17.1%	i	?	-1.3%	-1.4%	?	.	.

No new results follow: 7 of the compounds above.
Under each structure – ATXN2 expr inh	HepG2 viability	ATXN viability	Nrf2 block	Nrf2 ARE act	A549 tox	TGFb SMAD3 inh	IL2 activator	EPAC2 agonist
> O=C(CCN1C(=O)COc2ccccc21)NCCN1CCc2ccccc2C1
 : -3.0%	-0.2%	i	-3.4%	0.1%	?	-16.4%	-2.8	3.1%
> Cc1ccc(-c2nnc(SCC#CCOC(=O)c3cccs3)o2)cc1
 : 36.4%	8.7%	?	20.0%	4.1%	-12.4%	-0.7%	-1.0	1.3%
> Cc1noc(C)c1CSCC(=O)Nc1nc2ccc(S(C)(=O)=O)cc2s1
 : 6.5%	-8.0%	i	13.7%	0.5%	-2.0%	10.9%	-5.0	-2.2%
> COc1ccc(-n2ncc(N(C)n3cccc3)c(Cl)c2=O)cc1
 : 11.8%	3.0%	i	?	0.3%	?	-12.6%	0.5	-1.5%
> COc1ccc(CNC(=O)COC(=O)CCC(=O)c2cccs2)cc1
 : 2.3%	-2.0%	i	-3.3%	0.2%	0.4%	-7.9%	1.3	9.4%
> NC(=O)c1cc(Cc2ccccc2)sc1NC(=O)c1ccco1
 : 91.2%[activator]	-4.0%	i	.	7.1%	-13.1%	-0.7%	-2.5	10.7%
> COc1ccc(NC(=S)Nc2ccccc2)cc1
 : -9.2%	-18.3%&-6.4%	?	11.0%&4.2%	0.3%&-0.6%	-3.0%&4.8%	-4.5%&3.6%	-0.6&-1.4	11.6%&10.2%

(list continues)
Under each structure – ATXN2 expr inh	HepG2 viability	ATXN viability	Nrf2 block	Nrf2 ARE act	A549 tox	TGFb SMAD3 inh	IL2 activator	EPAC2 agonist
> O=C(c1ccccc1NS(=O)(=O)c1cccs1)N1CCCC1
 : 0.1%	4.5%	i	1.9%	0.3%	-0.6%	-8.1%	-3.0	-8.9%
> COc1cc(NC(=O)c2cccs2)ccc1NC(=O)c1cc2ccccc2o1
 : -29.7%	-3.6%	i	?	0.8%	-4.7%	0.4%	0.0	-2.0%
> CCN(CC)CCNC(=O)CNC(=O)c1nn(-c2ccc(OC)c(OC)c2)c(=O)c2ccccc12
 : -8.0%	-15.5%	i	0.3%	-0.4%	-3.2%	-8.3%	-2.5	9.9%
> Cc1c(S(=O)(=O)Nc2ccc3c(c2)OCCO3)cnn1C
 : -0.6%[11.3 µM]	-19.3%	i	17.1%	-0.4%	2.4%	62.4%[activator]	1.0	9.9%
> CCCNC(=O)C1CCN(c2nc(C)cc(C)n2)CC1
 : 3.8%	-1.4%	i	-48.5%	0.1%	-3.3%	6.9%	-1.9	2.8%
> COc1ccc(NC(=O)Nc2ccc(F)c(Cl)c2)cc1
 : .	0.8%	i	9.9%	6.1%	-10.5%	-5.6%	1.4	-4.5%
> COC(=O)C(NC(=O)c1cccnc1Cl)C(C)C (stereo not given)
 : 1.3%	8.9%	i	7.2%	-0.2%	1.5%	4.2%	1.1	6.3%
> COc1cc(NC(=O)c2ccco2)ccc1NC(=O)C(C)C
 : 6.6%	-4.9%	i	12.5%	-0.8%	13.6%	0.0%	-1.0	0.5%
> O=C(N/N=C/c1ccco1)c1cc(C2CC2)[nH]n1
 : 24.3%	-19.1%	i	?	-0.3%	-4.6%	14.1%	0.2	8.2%
> CCc1noc(C)c1C(=O)NNC(=O)COc1ccc(C)c(C)c1
 : -5.4%	-1.2%	i	9.1%	-0.6%	-4.9%	0.8%	-1.3	2.6%
> O=C(NCc1csc(-c2cccs2)n1)Nc1cccc(Cl)c1
 : -13.8%	-0.4%	i	-22.7%	3.6%	1.8%	-1.9%	-0.9	5.3%
> Cc1ccc(-c2nn(CCC(=O)NC(C)C)c(=O)c3ccccc23)cc1
 : -27.0%	-6.8%	i	?	0.3%	13.6%	-12.8%	-0.6	-2.5%
> COc1ccccc1C(=O)NCCCN1CCCC1=O
 : 2.6%	-2.0%	i	13.6%	-0.2%	0.2%	-5.0%	2.3	-3.1%
> Cc1nnc2sc(SCC(=O)N3CCc4ccccc43)nn2c1=O
 : .	28.8%	i	6.7%	2.5%	0.2%	6.4%	0.1	6.0%
> CCOC(=O)N1CCC2(CC1)C(C#N)=C(N)Oc1n[nH]c(CSc3ccc(C)cc3)c12
 : -22.7%	-12.0%	i	-14.8%	5.8%	-11.4%	0.9%	0.5	-14.6%
> O=C(NCC(c1ccco1)N1CCCC1)c1cccc(S(=O)(=O)N2CCOCC2)c1 (stereo not given)
 : -16.2%	-9.6%	i	-2.6%	-0.3%	5.2%	-2.1%	1.0	5.9%
> C#CC(C)(C)NC(=S)NC1CC2C=CC1C2 (stereo not given)
 : -16.9%	5.2%	i	9.1%	-0.5%	-2.9%	3.9%	1.0	6.6%
> Cc1cc(C)c(-c2cc(NC(=O)CSc3n[nH]c(N)n3)n(-c3ccccc3)n2)cc1C
 : 12.7%	-40.3%	i	-17.4%	2.7%	-2.8%	0.0%	0.1	-82.9%[inhibitor][15.6 µM]
> COCCNC(=O)C1CCN(C(=O)c2cc3sccc3n2Cc2ccc(Cl)cc2)CC1
 : .	-32.9%	.	8.2µM*	0.2%	?	-18.5%	.	.
> CC(=O)c1ccc(-c2ccc(C(=O)NCC(c3ccco3)N(C)C)o2)cc1 (stereo not given)
 : 26.6%	-6.9%	i	?	2.4%	0.7%	-4.3%	0.0	-1.9%
> Cc1ccccc1CNC(=O)C(C)n1nc(C)n2c(cc3occc32)c1=O (stereo not given)
 : .	-15.5%	.	6.6%	3.1%	11.3%	.	.	.
> CCOc1ccc(CNCc2c(C(=O)O)n(Cc3ccccc3C)c3cc(OC)ccc23)cc1OC
 : .	-12.1%	.	10.0%	0.4%	?	?	.	.

Assay outcomes (PubChem)
